From PubChem BioAssay
H69AR inhibit = blocks growth of human H69AR lung tumor cells; H69AR lung tumor viability, ATP luminescence, 72 h; stronger effect = lower value; viability, % at 10 µM; 85,000 compounds, 6% hits;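 active = viability at or below 40%; inactive = viability above 40%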;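 also: multidrug resistant small cell line overexpressing MRP-1 efflux transporter; 100% = mean luminescence of untreated control wells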
ERa SRC1 pot = enhances coactivator binding to human estrogen receptor alpha; P03372; TR-FRET ERalpha-LBD/SRC-Cy5 coactivator binding, 2 h; 100 = basal binding, no effect; coactivator binding (% of control), % at 25.6 µM; 86,000 compounds, 1.3% hits; AID 639; in the data active = activity above about 200%;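 also: binding measured in presence of low estradiol as agonist stimulus; 0% = peptide alone without receptor and 100% = receptor with peptide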
ERa coact inh = ER-alpha (human) coactivator binding inhibition; P03372; TR-FRET ER-alpha LBD / SRC-1 peptide, estradiol-bound; inhibition, % at 25.6 µM; 86,000 compounds, 1.7% hits; AID 629; in the data active = inhibition above about 50%;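 also: 0% = receptor plus peptide control and 100% = peptide only without receptor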
CYP2C19 inhib = inhibitors of human CYP2C19; AID 778; inhibition, % at 5 µM; CYP2C19 Supersomes, luciferin-H EGE luminescence, 30 min; 96,000 compounds, 21% hits;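 active = CYP2C19 inhibition above a set limit at 5 µM in the primary screen, cut at about 50% in these data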;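 also: plate controls were negative control wells for no effect and 2.5 mM tranylcypromine positive control for full effect; values of inactives mirror those of a sister screen read the other way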
HUVEC inhibit = human endothelial cell proliferation inhibition. HUVEC proliferation, CellTiter-Glo luminescence, 72 h; stronger effect = lower value. viability, % at 10 µM (by protocol). 86,000 compounds, 1.1% hits. AID 648;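 active = viability at or below 30%; inactive = viability above 30%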;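 also: 100% = median luminescence of DMSO-only cell control wells on each plate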
Mac1 fbg enh = increases human CD11b/CD18 adhesion to fibrinogen; K562 CD11b/CD18 adhesion to fibrinogen, ATPlite luminescence; activation, % at 10 µM; 93,000 compounds, 0.07% hits; AID 1499;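 active = 10 µM primary screen giving 50% or more activity, confirmed by 40% or more on retest at that dose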; also: strong numbers were not always called active; reference of the scale not given here
Target sequence (P05107 whole entry, looked up, other chains not shown): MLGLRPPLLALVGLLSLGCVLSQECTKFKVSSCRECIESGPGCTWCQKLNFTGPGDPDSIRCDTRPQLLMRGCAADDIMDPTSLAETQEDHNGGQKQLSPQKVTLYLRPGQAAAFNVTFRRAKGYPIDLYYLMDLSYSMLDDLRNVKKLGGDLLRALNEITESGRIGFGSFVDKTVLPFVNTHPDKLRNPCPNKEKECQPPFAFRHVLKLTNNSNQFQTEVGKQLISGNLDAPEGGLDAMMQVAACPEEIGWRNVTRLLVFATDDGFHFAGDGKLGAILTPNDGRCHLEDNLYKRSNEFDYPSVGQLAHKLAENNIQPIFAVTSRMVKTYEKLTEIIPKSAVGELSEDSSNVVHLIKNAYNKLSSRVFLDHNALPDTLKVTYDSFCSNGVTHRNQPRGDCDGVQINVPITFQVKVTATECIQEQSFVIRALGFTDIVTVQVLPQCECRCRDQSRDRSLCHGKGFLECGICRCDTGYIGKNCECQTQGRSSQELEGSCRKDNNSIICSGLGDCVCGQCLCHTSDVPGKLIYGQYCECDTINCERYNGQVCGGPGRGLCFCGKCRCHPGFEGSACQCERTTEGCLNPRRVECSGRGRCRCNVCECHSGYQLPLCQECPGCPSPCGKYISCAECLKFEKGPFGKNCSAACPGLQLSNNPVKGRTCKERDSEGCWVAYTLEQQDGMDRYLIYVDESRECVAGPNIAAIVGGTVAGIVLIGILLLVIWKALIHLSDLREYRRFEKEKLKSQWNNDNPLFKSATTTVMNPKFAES
Lung fibro prol = blocks proliferation of human lung fibroblasts. LL 47 human lung fibroblast viability, ATP luminescence; stronger effect = lower value. 85,000 compounds, 1.1% hits. viability, % at 10 µM. AID 719;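 active = viability at or below 50% in the single dose screen; inactive = viability above 50%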;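 also: compound exposure lasted 72 h before the ATP readout; 100% = median luminescence of untreated cell-only wells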
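Test system: LL 47 human lung fibroblasts / Quantity: 1,150 cells in each well / Medium: IMEM growth medium with 15% fetal bovine serum / Incubation: 72 h compound exposure at 37 °C after overnight plating / Detection: CellTiter-Glo luminescence measuring cellular ATP / Read-out: % viability versus median cells-only luminescence / Benchmarks: cell-only wells, no compound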
CYP2C19 activ = activators of human cytochrome P450 2C19; activation factor at 5 µM; P33261; 96,000 tested, under 10 active; recombinant CYP2C19, luciferin-H EGE luminescence; stronger effect = higher value; 0 = fully inhibited enzyme, 1 = untreated enzyme;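 active = activation factor of at least 2 at 5 µM in the primary screen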;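 also: 0 = wells with 2.5 mM tranylcypromine and 1 = vehicle-only wells; values of inactives mirror those of a sister screen read the other way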
CD11b adhes inh = inhibitors of human CD11b/CD18 binding to fibrinogen; P05107+P11215; K562 CD11b/CD18 adhesion to fibrinogen, ATPlite luminescence; Mn2+ added to activate the integrin; inhibition, % at 10 µM; 93,000 compounds, 0.54% hits; AID 1497;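 active = primary inhibition of 50% or more at 10 µM, then 40% or more on retest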; also: some results filed as inactive read as strong as hits
* hit, by the source's call; . = not tested or not shown; [ ] = remark or other dose. Rows were taken by chance; overall some 26% were active at least once.

Structure,H69AR inhibit,ERa SRC1 pot,ERa coact inh,CYP2C19 inhib,HUVEC inhibit,Mac1 fbg enh,Lung fibro prol,CYP2C19 activ,CD11b adhes inh
COc1ccc(C(=O)COc2nc(C)cc(C)c2C#N)cc1,99,69[fluorescence artefact?],0,44,99,0,99,0.6,-11
Cn1nnc2cc(NC(=O)N3CC4(C)CC3CC(C)(C)C4)ccc21 (stereo not drawn),110,93[fluorescence artefact?],1,8,94,-1,105,0.9,-20
Cc1ccc(NC(=O)CSc2nnc([C@@H]3CCCN3C(=O)OC(C)(C)C)o2)c(C)c1,35*,89,10,10,99,6,103,0.9,4
O=C(NCc1cccs1)C1CCCN(S(=O)(=O)c2cccc3cccnc23)C1 (stereo not drawn),82,110,-2,30,102,-4,97,0.7,4
Cc1ccccc1-n1cnnc1SCC(=O)N1CCN(c2ccccc2)CC1,95,101[fluorescence artefact?],-3,46,98,1,106,0.5,12
COc1ccc(S(=O)(=O)N2CCC(O)(c3ccc4c(c3)OCO4)CC2)cc1,.,126,-6,3,92,-6,93,1,5
CCOC(=O)c1cn(CC(=O)Nc2ccccc2C(=O)OCC)nn1,87,106[fluorescence artefact?],-32,24,94,.,99,0.8,.
Cc1ccc(Oc2cc(-n3nc(C)cc3C)ncn2)cc1,97,113,-2,.,122,.,101,.,.
Cc1ccccc1-c1cc(C(=O)Nc2sc(C)c(C)c2C(N)=O)c2ccccc2n1,.,.,.,69*,.,19,.,0.3,0
CCCOc1ccccc1NC(=O)c1c(-c2ccccc2)noc1C,87,96,-1,4,98,2,96,1,-18
C/C(O)=C(/N=O)C(=O)Nc1ccccc1,87,124,-2,8,89,1,103,0.9,4
COc1ccc(N2CCN(C(=O)CCCn3c(=O)[nH]c4cc(Cl)ccc4c3=O)CC2)cc1,70,97,25[fluorescence artefact?],29,108,5,85,0.7,-26
c1ccc(CSC2=NCCCN2)cc1,87,101,7,11,95,5,99,0.9,-6
O=S(=O)(Nc1ccccc1N1CCOCC1)c1ccc(Cl)s1,88,116,-7,50*,90,0,82,0.5,2
COC(=O)c1ccccc1NC(=O)c1c(O)c2cccc3c2n(c1=O)CCC3,105,138[fluorescence artefact?],12[fluorescence artefact?],5,116,-2,104,1,-11
Cc1ccc(N2C(=O)[C@@H]3[C@H](C2=O)C2c4ccccc4C=CN2[C@@H]3C(=O)c2ccco2)cc1 (stereo partly drawn),.,.,.,11,.,-2,.,0.9,3
Cn1ccnc1C(O)c1ccco1 (stereo not drawn),96,138,6,-3,111,4,95,1,-32
CCOC(=O)CC(=O)CSc1ncc(C(=O)OCC)c(N)n1,81,104,-13[fluorescence artefact?],.,99,.,104,.,.
COc1ccc(CCNC(=O)Cn2nnc(-c3ccc(N(C)C)cc3)n2)cc1OC,87,96,5[fluorescence artefact?],.,98,.,96,.,.
COC(=O)CN1CCN(C(=O)c2ccc(F)cc2)c2ccccc2C1,97,104,-9,53*,101,-1,98,0.5,-6
COc1ccccc1CC(=O)N1CCCC1,98,106,-1,-9,92,4,89,1.1,-5
N#C/C(=N/Nc1ccccc1F)C(=N)N1CCOCC1,.,.,.,-14,.,1,.,1.1,-6
CS(=O)(=O)NCc1ccc(C(=O)NCc2ccccc2)cc1,61,113,-25,-8,107,2,101,1.1,-17
Cc1cc(NC(=O)C(C)C)ncc1NC(=O)Cc1ccccc1,97,123,-31,-8,92,-5,94,1.1,-9
COC(=O)c1c(NC(=O)CN2CCN(Cc3ccc4c(c3)OCO4)CC2)sc(C)c1C,1.9*,185[fluorescence artefact?],8[fluorescence artefact?],50*,62,2,84,0.5,-3
O=C(CN1CCOCC1)OCCCc1ccccc1,95,137,-5,66*,91,4,96,0.3,5
C(=N\n1cnnc1)/c1cccn1-c1ccccc1,104,98,-8,37,86,.,109,0.6,.
CCC(CO)N=CC1=C(O)C(C(=O)c2ccccc2)CCC1=O (stereo not drawn),100,110,-6,26,104,-2,94,0.7,-10
COc1ccc(OC)c(C(=O)CSc2nc3c(c(=O)n(C)c(=O)n3C)n2C(C)C)c1,73,133[fluorescence artefact?],24[fluorescence artefact?],45,92,-3,96,0.6,1
CCOC(=O)c1c(SC)nc(SC)c2c1CCC2,100,107,-37,30,107,14,91,0.7,-20

Another view of twelve compounds above:
Each structure is followed by: H69AR inhibit	ERa SRC1 pot	ERa coact inh	CYP2C19 inhib	HUVEC inhibit	Mac1 fbg enh	Lung fibro prol	CYP2C19 activ	CD11b adhes inh
> COc1ccc(CCNC(=O)Cn2nnc(-c3ccc(N(C)C)cc3)n2)cc1OC
    87	96	5[fluorescence artefact?]	.	98	.	96	.	.
> COC(=O)CN1CCN(C(=O)c2ccc(F)cc2)c2ccccc2C1
    97	104	-9	53*	101	-1	98	0.5	-6
> COc1ccccc1CC(=O)N1CCCC1
    98	106	-1	-9	92	4	89	1.1	-5
> N#C/C(=N/Nc1ccccc1F)C(=N)N1CCOCC1
    .	.	.	-14	.	1	.	1.1	-6
> CS(=O)(=O)NCc1ccc(C(=O)NCc2ccccc2)cc1
    61	113	-25	-8	107	2	101	1.1	-17
> Cc1cc(NC(=O)C(C)C)ncc1NC(=O)Cc1ccccc1
    97	123	-31	-8	92	-5	94	1.1	-9
> COC(=O)c1c(NC(=O)CN2CCN(Cc3ccc4c(c3)OCO4)CC2)sc(C)c1C
    1.9*	185[fluorescence artefact?]	8[fluorescence artefact?]	50*	62	2	84	0.5	-3
> O=C(CN1CCOCC1)OCCCc1ccccc1
    95	137	-5	66*	91	4	96	0.3	5
> C(=N\n1cnnc1)/c1cccn1-c1ccccc1
    104	98	-8	37	86	.	109	0.6	.
> CCC(CO)N=CC1=C(O)C(C(=O)c2ccccc2)CCC1=O (stereo not drawn)
    100	110	-6	26	104	-2	94	0.7	-10
> COc1ccc(OC)c(C(=O)CSc2nc3c(c(=O)n(C)c(=O)n3C)n2C(C)C)c1
    73	133[fluorescence artefact?]	24[fluorescence artefact?]	45	92	-3	96	0.6	1
> CCOC(=O)c1c(SC)nc(SC)c2c1CCC2
    100	107	-37	30	107	14	91	0.7	-20

Remaining list, next part:
Structure,H69AR inhibit,ERa SRC1 pot,ERa coact inh,CYP2C19 inhib,HUVEC inhibit,Mac1 fbg enh,Lung fibro prol,CYP2C19 activ,CD11b adhes inh
COc1ccc(N=CC2=C(O)CCCC2=O)cc1,84,140,1,-14,76,-2,96,1.1,4
COc1ccc(S(=O)(=O)Cc2ccc(C(=O)NCCCN3CCc4ccccc4C3)o2)cc1,83,112,-5,16,101,0,86,0.8,-32
Cc1nnc(NC(=O)C2CCCO2)s1 (stereo not drawn),83,99,3,.,97,.,99,.,.
CCOC(=O)c1c(C=O)c(C)n(Cc2ccccc2)c1C,79,98,5,49,91,-1,94,0.5,5
COc1ccc(CN(CC(=O)NC2CCCC2)C(=O)CCC(=O)Nc2cc(C)on2)cc1,96,103,-6,.,91,.,101,.,.
CC(=O)c1ccc(OCCCC(=O)NCC(c2ccco2)N(C)C)cc1 (stereo not drawn),105,94,-8,81*,106,2,93,0.2,2
CCC(C)Sc1nc2c(c(=O)[nH]c(=O)n2C)n1Cc1ccc(Cl)cc1 (stereo not drawn),68,91,3,-1,109,1,80,1,1
Cc1ccc(NCCC(=O)c2cccc([N+](=O)[O-])c2)c(C)c1,.,.,.,75*,.,-5,.,0.2,22
FC(F)(F)c1cc(-c2ccco2)nc(NCc2ccc(Cl)cc2)n1,101,91,-3,57*,98,-3,85,0.4,-6
COc1ccc(-c2cc(C(F)F)n3ncc(C(=O)N4CCN(C(=O)c5ccco5)CC4)c3n2)cc1,78,94,-8,36,92,-4,91,0.6,6
COc1ccc(Cl)cc1NC(=O)Nc1ccc(Br)cn1,38*,108,2,-8,98,6,91,1.1,32
COc1ccccc1NC(=O)CN1CCN(C2c3ccccc3-c3ccccc32)CC1,38*,82[fluorescence artefact?],-3,81*,66,.,78,0.2,.
O=C(COc1ccccc1)Nc1cccc(-c2nc3cc4ccccc4cc3[nH]2)c1,.,.,.,44,.,-5,.,0.6,6
O=S(=O)(c1ccc(F)cc1)c1nc(-c2ccc(F)cc2)oc1NCCN1CCOCC1,91,110,-6,-5,98,-6,104,1,-6
O=C(c1ccc(=O)oc1)N1CCN(c2ccc(F)cc2)CC1,96,97,0[fluorescence artefact?],9,90,-1,96,0.9,-1
CCN(CC)c1ccc(-c2nc3cnccc3n2C)cc1,69,97[fluorescence artefact?],-4[fluorescence artefact?],90*,93,1,104,0.1,5
COc1ccc(-c2csc(NC(=O)C3CCCCN3S(=O)(=O)c3ccccc3)n2)cc1 (stereo not drawn),44,109,-5,39,82,-8,104,0.6,62
COCCn1c(=O)[nH]c2cc(C(=O)NCCN3CCN(c4ccccc4)CC3)ccc2c1=O,.,.,.,5,.,-1,.,1,12
Cc1ccc(S(=O)(=O)N(C)CC(=O)N2CCN(C(=O)c3ccco3)CC2)cc1,101,102,-8[fluorescence artefact?],31,102,-2,93,0.7,-6
CCOc1ccc(Nc2nc(Cc3nnc(SCC(=O)NC4CCCCC4)n3C)cs2)cc1,.,.,.,79*,.,1,.,0.2,-3
Cc1ccc(Cl)cc1N1CCN(Cc2nnnn2Cc2ccco2)CC1,80,81,-12,77*,94,12,99,0.2,-6
c1ccc(-c2csc3nnc(SCc4ccc5c(c4)OCO5)n23)cc1,.,.,.,92*,.,3,.,0.1,8
CCOc1ccc2nc(NC(=O)C(NS(=O)(=O)c3cccc4nsnc34)C(C)C)sc2c1 (stereo not drawn),90,102[fluorescence artefact?],7[fluorescence artefact?],70*,89,-1,89,0.3,-6
CC1CCc2nn(CC(=O)N3CCCCCC3)cc2C1 (stereo not drawn),92,105,-5,13,90,4,92,0.9,-6
Cc1ccc(Cn2c(=O)sc3ccccc3c2=O)cc1,.,.,.,6,.,0,.,0.9,-5
COc1ccc(-c2cc(C3CC3)nc3sc(C#N)c(N)c23)cc1,.,.,.,57*,.,-3,.,0.4,-14
C=CCSc1nnc2n(-c3ccccc3OC)c(=O)c3c4c(sc3n12)CCC4,.,.,.,5,.,3,.,1,23
Cc1nc(N2CCOCC2)c2cc(-c3ccccc3)sc2n1,81,94,-2,34,83,0,87,0.7,1
Clc1ccc(CON/C=N/c2ncnc3sccc23)c(Cl)c1,.,.,.,15,.,-7,.,0.8,80
CCc1cc(=O)oc2cc3oc(C)c(C)c3cc12,89,100,-30,44,101,.,93,0.6,.
COC(=O)c1ccccc1NC(=O)CSc1nnc(C(CO)NC(=O)c2ccccc2Cl)n1C (stereo not drawn),90,99,-4,-8,106,.,99,1.1,.
